MCL1-BIM inh = MCL1-BIM-BH3 interaction inhibition (human) | Q07820 | GST-MCL1 / FITC-Bim-BH3 fluorescence polarization | inhibition, % at 10.9 µM | hit rate 0.68% among 320,000;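 active means inhibition above the mean inhibition of all tested compounds plus 3 SD, set per campaign, cut at about 40% in these data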;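 further: 0% = DMSO wells and 100% = unlabeled Bim-BH3 peptide control; higher means more loss of mP so more displacement of Bim peptide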
BCLXL inh = inhibitors of human Bcl-xL; GST-Bcl-xL / FITC-Bim BH3 peptide fluorescence polarization; inhibition, % at 10.9 µM; hit rate 0.7% among 320,000; AID 2129;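 active means inhibition above the mean of all tested compounds plus 3 SD, cutoff set per campaign, cut at about 30% in these data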;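 further: 0% = DMSO wells and 100% = unlabeled Bim-BH3 peptide competitor; inhibitors lower millipolarization by displacing the labeled peptide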
Target sequence (Q07817 whole entry, looked up): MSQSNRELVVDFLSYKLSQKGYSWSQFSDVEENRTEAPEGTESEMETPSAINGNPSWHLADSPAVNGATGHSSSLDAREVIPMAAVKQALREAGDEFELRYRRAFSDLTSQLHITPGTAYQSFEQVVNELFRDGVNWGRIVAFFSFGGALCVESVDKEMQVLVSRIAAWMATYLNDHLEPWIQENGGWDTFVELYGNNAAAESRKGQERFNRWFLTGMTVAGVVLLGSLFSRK
Yeast superoxide = yeast age-related superoxide inhibition as caloric restriction mimetic | S. cerevisiae aged cells, superoxide DHE fluorescence; active compounds read low | superoxide response (% of plate mean), % at 10 µM | hit rate 0.18% among 330,000 | AID 2690;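 active means superoxide response under a set limit, about three screen SD below normal, cut at about 65% in these data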;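 further: yeast aged for seven days with compound at 30 °C before DHE staining; 100% = average MFI of all compound-treated wells on the plate with controls excluded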
Fam108B counter = counter-screen for RBBP9 inhibitors: inhibitors of mouse Fam108B; hit rate 0.33% among 300,000; recombinant Fam108B, FP-Rh probe fluorescence polarization; inhibition, % at 9.51 µM;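 active means inhibition above the screen mean inhibition plus 3 SD, computed separately per campaign, cut at about 18% in these data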;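 further: inhibitors lower polarization as less probe binds the enzyme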
GLD-1 TGE inh = GLD-1-TGE RNA interaction inhibition (C. elegans); Q17339; purified GLD-1 + fluorescein TGE RNA, fluorescence polarization; inhibition, % at 5.96 µM; hit rate 0.44% among 320,000; AID 2280;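 active means percent inhibition above a per-plate cutoff, the plate mean of test compounds plus 3 SD, cut at about 30% in these data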;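 further: 0% = DMSO wells with GLD-1 and probe and 100% = wells lacking GLD-1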
ZTA counter = ZTA (EBV) inhibition in EBNA-1 counter-screen; P03206; ZTA-DNA binding, fluorescence polarization; inhibition, % at 11 µM; hit rate 0.15% among 320,000; AID 2234; in the data active means inhibition above about 33%
Target sequence (P03206 whole entry, looked up): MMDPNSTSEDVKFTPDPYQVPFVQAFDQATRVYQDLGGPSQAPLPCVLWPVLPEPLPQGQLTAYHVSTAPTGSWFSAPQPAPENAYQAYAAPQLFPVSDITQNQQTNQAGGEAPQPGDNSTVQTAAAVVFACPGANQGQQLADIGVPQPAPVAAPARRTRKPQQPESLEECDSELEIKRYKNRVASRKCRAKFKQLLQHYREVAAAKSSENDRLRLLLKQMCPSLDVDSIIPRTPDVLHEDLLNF
MEX-5 binding = C. elegans MEX-5 TCR-2 RNA binding activity; hit rate 0.38% among 300,000; activity score (negative = inhibition of binding), % at 10 µM; MEX-5/FITC-TCR2 RNA binding, fluorescence polarization; active compounds read low; Q9XUB2; AID 1832;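 active means inhibition past about -25% in most replicates, and total fluorescence under double the plate's negative control median, limit read from the data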;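 further: 0% = DMSO and -100% = 5 µM competing unlabeled TCR2 RNA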
Target sequence (Q9XUB2 whole entry, looked up): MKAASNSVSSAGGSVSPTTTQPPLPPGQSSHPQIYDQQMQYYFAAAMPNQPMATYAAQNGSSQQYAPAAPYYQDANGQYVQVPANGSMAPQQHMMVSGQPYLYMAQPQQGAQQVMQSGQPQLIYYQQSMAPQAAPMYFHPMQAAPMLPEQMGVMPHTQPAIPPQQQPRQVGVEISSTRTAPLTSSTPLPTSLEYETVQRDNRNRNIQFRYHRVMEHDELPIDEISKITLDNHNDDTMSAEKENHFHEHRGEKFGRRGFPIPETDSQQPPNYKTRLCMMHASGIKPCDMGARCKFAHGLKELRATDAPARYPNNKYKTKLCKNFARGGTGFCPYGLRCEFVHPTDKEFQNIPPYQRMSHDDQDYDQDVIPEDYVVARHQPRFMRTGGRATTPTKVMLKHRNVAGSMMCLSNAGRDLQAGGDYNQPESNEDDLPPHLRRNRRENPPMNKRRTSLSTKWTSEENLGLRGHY
Efflux pump inh = blocks antifungal efflux pumps in multiplex yeast assay; S. cerevisiae Candida pump triplex, Nile Red efflux; inhibition, % at 10 µM; hit rate 0.44% among 330,000; AID 485275;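 active means plate passing quality check with inhibition over a set limit, or well fluorescence over plate mean plus 4 SD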;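 further: Nile Red retained in pooled yeast measured as flow cytometry median fluorescence; 0% = buffer negative control and 100% = Enniatin B positive control; higher means more Nile Red kept so more efflux inhibition; some compounds called inactive have numbers as strong as hits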
EBNA-1 inh = blocks EBNA-1 binding to DNA; hit rate 0.34% among 300,000; inhibition, % at 14.8 µM; EBNA-1 DNA binding, fluorescence polarization; in the data active means inhibition above about 28%
* marks the source's active call; other numbers are inactive results; · = no result given.

#	SMILES	MCL1-BIM inh	BCLXL inh	Yeast superoxide	Fam108B counter	GLD-1 TGE inh	ZTA counter	MEX-5 binding	Efflux pump inh	EBNA-1 inh
1	Cn1c(=S)n(C)c2ccccc21	-5	-5	105	-7	0	0	-2.4	0.2	-1
2	CCOC(=O)[C@H]1[C@H]2COc3cc(OC)ccc3[C@@H]2N2C(=O)c3cc(C)ccc3NC(=O)[C@@]12C	3	6	·	4	-7	-3	·	·	2
3	C=C(C)C1CC=C(C)/C(=N/NC(=O)C2CC2c2ccccc2)C1 (centres undefined)	4	5	106	1	-2	10	1.9	0.0	16
4	O=c1cc(-c2ccccc2)nc2n1Cc1ccccc1-2	1	2	103	-10	4	-14	1.8	0.1	1
5	COc1ccccc1NC(=O)C(C)N(C)Cc1ccc(Cl)s1 (centres undefined)	-3	1	103	2	6	1	-1.2	-0.1	6
6	COc1ccccc1NC(=O)c1c(Br)cnn1C	-5	0	88	-1	4	1	0.3	0.0	1
7	C=CCc1cccc(/C=N/NC(=O)C(C)Nc2cccc(C)c2)c1O (centres undefined)	15	5	97	0	6	-3	1.7	-0.1	-3
8	COc1ccc2c(c1)c(=O)oc1cc(OC(C(=O)O)c3ccccc3)ccc12 (centres undefined)	-1	7	106	-6	-8	4	2.1	-0.4	9
9	N#Cc1c(-n2cccc2C=O)sc2c1CCCC2	3	3	97	-1	1	10	0.5	0.1	1
10	CCN(CC)C(=O)COc1ccc2c(c1)C(=O)CC(C)(C)O2	3	3	110	0	2	2	-0.9	0.1	-2
11	Cc1ccc(C(=O)CCC(=O)NNC(=O)c2ccccc2O)cc1	10	3	87	·	1	0	·	-0.1	·
12	Cc1ccc(CNS(=O)(=O)/C=C/c2ccc3c(c2)OCO3)cc1	4	-1	96	-5	-6	20	0.2	0.1	-2
13	COc1cccc(/C=C/C(=O)c2ccc(NC3=NCCCS3)cc2)c1	12	6	92	-4	-7	12	2.8	0.1	-19
14	COc1ccc(NC(=O)CN(C)CC(=O)Nc2ccc3c(c2)CCC3)cc1	8	2	105	-1	-8	7	1.9	0.0	-8
15	N/C(=N\OC(=O)Nc1ccc(Cl)cc1)c1ncc(C(F)(F)F)cc1Cl	8	2	120	0	2	-2	0.8	-0.1	-9
16	O=C(CCc1nnc(CCc2c[nH]c3ccccc23)o1)NC1CCC1	2	4	99	-4	4	3	-0.9	0.1	-5
17	Cc1noc(N)c1C(=O)Nc1ccc(C(C)(C)C)cc1	2	6	136	-5	5	-3	-0.9	0.1	5
18	O=C(CSc1ncnc2scc(-c3ccccc3)c12)NCc1ccc2c(c1)OCO2	-4	3	129	-5	11	-3	1.0	0.2	-4
19	Cc1cc(C)cc(C(=O)NC(CC(N)=O)c2ccc(NC3CCCCCCCCCCC3)c([N+](=O)[O-])c2)c1 (centres undefined)	-4	0	99	-3	-5	0	-1.4	0.1	7
20	Fc1ccccc1CNCCC(Cc1ccccc1)c1ccc2c(c1)OCO2 (centres undefined)	0	6	92	5	5	-3	-0.4	0.0	-17
21	CCOC(=O)C1CCN(C(=O)Cc2c(C(=O)O)[nH]c3ccccc23)CC1	1	6	86	1	-1	-9	1.1	0.0	3
22	CCCc1c(C)nc(N2CCN(c3ccc(F)cc3)CC2)[nH]c1=O	-1	1	103	0	1	3	0.9	0.0	9
23	Oc1cccc(/C=N/N2CCN(C3c4ccccc4-c4ccccc43)CC2)c1	-2	4	103	2	2	-5	-3.6	0.0	-3
24	Nc1ccc(S(=O)(=O)Nc2nc(-c3ccccc3)cc(-c3ccccc3)n2)cc1	2	5	95	-1	-5	3	-0.1	0.0	-4
25	CCOc1ccc(S(=O)(=O)N(CC)CC(=O)N2CCCC2)cc1C	-2	0	99	0	-7	6	2.8	0.0	4
26	COc1ccc(-c2nc(CS(=O)CC(=O)N3CCc4ccccc4C3)c(C)o2)cc1 (centres undefined)	8	9	92	0	5	14	-1.3	-0.1	-1
27	CCOCCCNC(=O)c1cccc(OC2CCN(S(C)(=O)=O)CC2)c1	-10	-2	101	-1	3	2	0.7	0.0	-6
28	CCC(CO)Nc1ncc([N+](=O)[O-])cc1C#N (centres undefined)	5	1	93	4	5	-6	-1.2	0.3	-12
29	COc1ccc(-n2c(CCc3ccccc3)n[nH]c2=S)cc1	-16	-9	97	5	-2	-1	0.6	-0.2	-8
30	Cc1nnc(N=c2ssnc2Cl)o1	31	7	106	·	4	2	·	0.0	·
31	O=C(CCNS(=O)(=O)c1ccc(Br)s1)NC1CCCC1	4	3	88	-1	2	6	1.7	-0.1	16
32	COc1ccc(C)cc1NC(=O)CN(c1ccccc1)S(C)(=O)=O	3	2	105	0	3	-6	3.1	0.5	-4
33	Cc1ccc(CN2CCN(C(=O)C3CCCO3)CC2)cc1 (centres undefined)	3	8	89	-2	4	-8	1.6	-0.1	-2
34	CC(=O)NC(c1ccco1)c1cc(Cl)c2ccc(Cl)nc2c1O (centres undefined)	7	6	106	·	3	-4	·	0.1	·
35	OCCN(CCO)c1ccc(C(c2ccc(Cl)cc2)c2ccc(N(CCO)CCO)cc2Cl)c(Cl)c1	7	14	62*	5	15	-3	2.0	0.2	-1
36	CCOC(=O)[C@@H]1[C@H]2COc3ccc(Br)cc3[C@@H]2N2C(=O)N(c3ccc(C(F)(F)F)cc3)C(=O)[C@]12C	5	4	95	-1	5	-19	-3.3	-0.2	-3
37	CN(C)/C=N/c1nc2nccc(-c3cccnc3)n2n1	4	-1	104	-2	-7	11	0.6	0.3	-12
38	O=C(CN1C(=O)S/C(=C\c2ccccc2F)C1=O)Nc1ccccc1O	-4	1	113	0	4	-2	-1.6	-0.2	10
39	Cc1ccc(O)c(O)c1	15	12	86	-1	5	2	-6.7	-0.2	-4
40	CC1=C(C)CC(C(=O)NCc2ccc3c(c2)OCO3)C(C(=O)O)C1 (centres undefined)	2	3	103	0	3	-3	-2.3	-0.2	9
41	CC(=O)C1=C(N2CCCCC2)CCC1=O	-2	-2	101	-2	-7	10	0.7	0.3	-19
42	COc1ccc(NC2CCCN(C(=O)CN3CCOC3=O)C2)cc1OC (centres undefined)	8	6	112	4	9	-11	0.3	-0.1	5
43	Cc1cccc(NC(=O)CCS(=O)(=O)c2ccc3c(c2)NC(=O)CS3)n1	35	31*	90	4	23	-8	0.5	-0.3	1
44	COc1cccc(-n2nnc3c(=O)n(CC(=O)NCC4CCCO4)cnc32)c1 (centres undefined)	2	-4	106	-2	8	12	3.4	0.1	-5
45	Cc1cccc(CNc2ncnc3ccc(-c4ccoc4)cc23)c1	3	3	84	·	6	-9	·	0.1	·
46	COc1ccccc1C(=O)C1CCCN(Cc2ccc(Oc3ncccn3)cc2)C1 (centres undefined)	4	3	112	2	-3	0	2.0	0.4	-5
47	CC(=O)Nc1ccc(S(=O)(=O)NCCCN2CCN(Cc3ccccc3)CC2)cc1Cl	-1	3	94	-3	4	2	-0.5	-0.1	-13
48	CCOC(=O)C(Sc1nnc(-c2ccncc2)o1)C(C)=O (centres undefined)	14	2	92	6	1	9	1.4	0.0	-2
49	O=C(Nc1ccc(Cl)cc1)C1C2CCCCC21 (centres undefined)	-7	-2	100	-1	-7	-5	-0.5	0.8	-19
50	O=C(c1ccc(S(=O)(=O)N2CCCCCC2)cc1)N1CCN(c2ccccc2F)CC1	4	1	101	-1	6	19	2.3	0.8	7
51	O=C(Nc1ccc(F)cc1)c1nc[nH]c1C(=O)Nc1ccc([N+](=O)[O-])cc1	4	8	88	-3	-5	-10	-2.5	0.0	-8
52	COc1cccc(NC(=O)N2CCCC2C(=O)NC23CC4CC(CC(C4)C2)C3)c1 (centres undefined)	2	3	107	1	1	2	2.9	0.0	-6
53	CCCN1CCN(CCCNC(=O)c2cc3c(=O)[nH]c4ccc(C)cc4c3s2)CC1	7	6	110	2	-4	8	2.8	0.1	-1
54	O=C(CCCc1ccccc1)Nc1nncs1	5	2	97	0	0	9	1.1	0.1	12
55	Nc1nc(N)c2nc(-c3ccccc3)c(N)nc2n1	-5	1	87	-1	5	-11	0.2	-0.1	-1
56	O=S(=O)(c1ccc(-c2ccon2)s1)N1CCCC1	-6	4	96	-3	-2	-1	-1.7	0.0	-4
57	CC(Oc1ccccc1)C(=O)Nc1nnc(C2CCCCC2)s1 (centres undefined)	-4	-2	97	-2	2	-4	2.9	-0.1	-5
58	O=c1[nH]cnc2c1ncn2Cc1ccc([N+](=O)[O-])cc1	0	6	97	0	-5	-26	-0.9	-3.3	-1
59	O=c1oc2ccccc2c(Nc2cccc(O)c2)c1[N+](=O)[O-]	20	13	99	8	-10	-12	-2.1	0.0	-2
60	COC(=O)C1CCCN1C(=O)c1cccs1 (centres undefined)	-1	4	113	-3	-1	-5	-0.9	0.3	-5
61	CC(/C=N/Nc1nncc(=O)[nH]1)=C\c1ccccc1	5	2	107	-2	-1	4	1.0	0.1	-3
62	Cc1cccc(-n2ncc3c(NNC(=O)c4ccco4)ncnc32)c1	-6	-6	87	1	-8	15	-5.1	0.1	11
63	CCOc1ccc(NC(=O)CN(C)C(=O)c2ccccc2SCc2c(C)noc2C)cc1OCC	6	9	90	5	-1	0	-0.5	0.0	3

Three compounds from above, arranged by the number in MCL1-BIM inh, largest number first:
# | SMILES | MCL1-BIM inh | BCLXL inh | GLD-1 TGE inh | MEX-5 binding | Efflux pump inh | EBNA-1 inh
51 | O=C(Nc1ccc(F)cc1)c1nc[nH]c1C(=O)Nc1ccc([N+](=O)[O-])cc1 | 4 | 8 | -5 | -2.5 | 0.0 | -8
38 | O=C(CN1C(=O)S/C(=C\c2ccccc2F)C1=O)Nc1ccccc1O | -4 | 1 | 4 | -1.6 | -0.2 | 10
56 | O=S(=O)(c1ccc(-c2ccon2)s1)N1CCCC1 | -6 | 4 | -2 | -1.7 | 0.0 | -4

Screens: PubChem BioAssay, several laboratories
